Mm-Cpn inhibitor: inhibitors of Methanococcus maripaludis chaperonin (MmCpn). AID 504842. actives 0.031% (n = 330,000). Potency, µM (top dose mostly 76.9 µM), for inactives: at the top dose activity, negative = inhibition, usual class: inhibitors. purified Mm-Cpn ATPase, ADP Transcreener TR-FRET; note: potency is the fitted concentration of half-maximal effect; % is set by controls: 0 for no effect and ±100 for the full control effect; nearly all actives have a fitted effect of over 80% in size
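ATPase read-out: TR-FRET ADP immunoassay (anti-ADP Eu cryptate vs ADP-d2), ex 320 nm, em 590/665 nm; signal drops as ADP forms. Enzyme 25 nM, ATP 10 uM, 30 min at 37°C after 10 min compound preincubation.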
Abeta rescue: restores growth of yeast expressing A-beta42 peptide; yeast expressing A-beta42, growth rescue, OD600, 48 h; response scale: 0% DMSO, 100% iron-clioquinol control; Potency, µM (titrated, usually from 46.1 µM), for inactives: at the highest dose growth rescue, actives largely listed as activators; actives 0.063% (n = 410,000); AID 1347071; note: potency is the fitted concentration of half-maximal effect; nearly all actives have a fitted effect of over 55% in size
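Yeast growth medium received pinned compounds, then yeast cells expressing toxic A-beta were added; plates incubated at 30 C for 48 hr. Growth read as absorbance at 600 nm, normalized to DMSO and equimolar FeCl3 plus clioquinol controls.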
A549 viability: counter-screen for Nrf2 inhibitors: cytotoxicity in A549 cells; Potency, µM (highest dose often 46 µM), without a hit: at the top dose activity change, negative = cytotoxicity, actives largely listed as inhibitors; A549 ARE-Fluc cells, CellTiter-Fluor viability, 18-24 h; actives 0.16% (n = 390,000); AID 504648; note: potency is the fitted concentration of half-maximal effect; % is set by controls: 0 for no effect and ±100 for the full control effect
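A549 ARE_Fluc cells in 5% FBS OPTI-MEM were exposed to compounds in concentration-response for 18-24 h at 37 deg C. Viability was read by CellTiter-Fluor fluorescence (Ex 405/Em 525) after 30 min, before the luciferase read.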
HepG2 tox: counter-screen for TGF-b inhibitors: cytotoxicity in HepG2 cells; AID 588856; actives 0.76% (n = 410,000); Potency, µM (doses to about 46.1 µM), for inactives: top-dose activity change, negative = cytotoxicity, usual class: cytotoxic; HepG2 CAGA-GFP viability, ATP luminescence, 18 h; note: potency is the fitted concentration of half-maximal effect; some results filed as inactive show a strong effect at the top dose
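CellTiter-Glo luminescence gave cytotoxicity after 18 hours at 37 degrees C. The cells were HepG2 CAGA-GFP in 1% FBS DMEM, stimulated with 500 pg/mL TGF-beta after compound addition. %Activity was normalised to no-cell wells (complete cell-killing) and DMSO (no toxicity), and curves were fitted and classified.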
TGFb SMAD3 inh: blocks TGF-b signaling. HepG2 CAGA-GFP TGF-b/SMAD3 reporter, GFP fluorescence, 18 h; TGF-beta stimulated, 500 pg/mL final. Potency, µM (series often up to 46.1 µM), without a hit: top-dose activity, negative = inhibition, usual class: inhibitors. actives 1.2% (n = 410,000); note: potency is the fitted concentration of half-maximal effect; % is set by controls: 0 for no effect and ±100 for the full control effect; nearly all actives have a fitted effect of over 65% in size
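Smad-responsive CAGA-GFP expression was quantified in HEPG2 cells exposed to compounds and 500 pg/mL final TGF-beta for 18 h at 37 degrees C; unstimulated wells defined full inhibition.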
Nrf2 activator: activates Nrf2 signaling. AREc32 ARE-luciferase reporter (MCF7-derived line), luminescence, 24 h. Potency, µM (titrated, usually from 46.1 µM), for the others: at the highest dose activation, actives largely listed as activators. actives 0.31% (n = 410,000). AID 624171; note: potency is the fitted concentration of half-maximal effect; % of control where 0% means no effect; nearly all actives have a fitted effect of over 65% in size
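Cells of the AREc32 ARE-luciferase line are plated in OPTI-MEM containing 5% FBS and left overnight at 37 deg C. Compounds are pinned in, incubation continues 24 hr, and firefly luciferase signal is then measured.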
pAkt inh: Akt phosphorylation inhibition; Neuro2A IGF-stimulated pAkt S473 HTRF, 20 min; stronger effect = lower value; activity change, % for hits at 50 µM; actives 0.32% (n = 360,000); AID 651550; in the data active = activity change below about -80%; inconclusive = mostly about -51% to -80%; note: % is set by controls: 0 for no effect and ±100 for the full control effect
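Single-point screen (50 µM final compound) in Neuro2A cells stimulated 20 min with 6 nM IGF at 37 deg C. After lysis, Ser473-phosphorylated Akt read by HTRF (ex 330 nm, em 615/665 nm) as the 665/615 ratio.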
Nrf2 inh: Nrf2 pathway inhibition | A549 ARE-Fluc reporter, luciferase luminescence, 18-24 h | Potency, µM (top dose mostly 46 µM), for inactives: at the top dose activity change, negative = inhibition, actives largely listed as inhibitors | actives 2.1% (n = 360,000) | AID 504444; note: potency is the fitted concentration of half-maximal effect; % is set by controls: 0 for no effect and ±100 for the full control effect; nearly all actives have a fitted effect of over 60% in size
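Nrf2 activity is the BugLite luminescence, read 15 min after reagent at room temperature, following CellTiter-Fluor cytotoxicity readout (30 min, 37C). Compound titrations were applied for 18-24 h to 5000 A549 ARE_Fluc cells/well in 5% FBS OPTI-MEM.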
CCT modulator: cytosolic chaperonin activity modulation | purified chaperonin ATPase assay, HTRF ADP detection, 30 min | activity change, % (no concentration beside the values), hits read low | actives 0.3% (n = 360,000); in the data active = activity change below about -30%; note: % is set by controls: 0 for no effect and ±100 for the full control effect
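TRiC at 40 or 20 nM final (batch-dependent) in 30 mM Tris pH 7.4, 100 mM KCl, 5 mM MgCl2, 1 mM DTT, with compound at single 76 uM and 10 uM ATP, 30 min at 37 deg C. ADP detected by HTRF Transcreener, 665/615 ratio.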
Starred values were filed as active, the others as inactive; i = inactive; ? = inconclusive; · = not tested or not shown; [ ] = dose if it differs, or a comment. Unless noted, calls come from the whole dose curve; as a rule, active = well fitted curve in the direction sought with a large enough effect; inconclusive = small, poorly fitted or top-dose-only effect, or another doubt; inactive = no such curve, though single readings can be large; an effect the other way counts as inactive or inconclusive.

SMILES | Mm-Cpn inhibitor | Abeta rescue | A549 viability | HepG2 tox | TGFb SMAD3 inh | Nrf2 activator | pAkt inh | Nrf2 inh | CCT modulator
COc1ccc(C(=O)Nc2cc(=O)n(C)c(=O)n2C)cc1 | 1% | 2% | 0% | -2% | 1% | 3.0% | i | -18% | -4.6
CC1(C(=O)O)CCCN1C(=O)c1cccc(F)c1 (stereo unspecified) | · | -14% | · | 2% | 5% | 0.0% | i | · | 1.4
CCCCN(C(=O)Cn1nnc2ccccc21)C(C(=O)NCCOC)c1ccc(OC)cc1 (stereo unspecified) | -4% | 4% | -3% | 0% | -3% | 0.3% | i | 11% | -1.2
CCCN1C(=O)c2ccccc2CC1(C)C(=O)NC1CCCCC1 (stereo unspecified) | · | -31%[inhibitor] | 1% | 5% | · | -0.7% | · | 3% | ·
Cn1c(N)c(C(=O)COC(=O)c2cc(-c3ccccc3)nc3ccccc23)c(=O)n(Cc2ccccc2)c1=O | -2% | 0% | 0% | 6% | -46% | 0.5% | i | -12% | -0.9
CC(=O)c1ccc(NC(=O)Nc2cccnc2)cc1 | 3% | -6% | -7% | -1% | -19% | -0.2% | i | 0% | 1.0
CCOc1ccc(-c2nn(-c3ccccc3)cc2C2NC(=O)NC(C)=C2C(=O)OC(C)C)cc1C (stereo unspecified) | · | 14% | -21% | -15% | ? | 0.6% | · | ? | ·
Nc1ccn([C@@H]2O[C@H](C(=O)N3CCCN(Cc4ccccc4F)CC3)[C@@H](O)[C@H]2O)c(=O)n1 | · | -4% | · | · | · | -0.1% | i | · | -0.1
O=S(=O)(NCc1cccnc1)c1ccc(Br)c2ccccc12 | -9% | 7% | 0% | -12% | -17% | -0.5% | i | -22% | 0.3
O=C(CSc1ccc2c(c1)OCCO2)NCCN1C(=O)CSC1=O | 3% | 15% | -8% | -44% | 15% | 2.8% | -109%* | · | 0.8
Cc1csc(NC(=O)CSc2ccccc2F)n1 | 1% | 4% | 3% | 0% | 0% | 4.5% | i | 20% | 0.2
Cc1ccc(NC(=O)c2ccc(C)c(S(=O)(=O)N3CCOCC3)c2)nc1 | 0% | 9% | 3% | 0% | -7% | 14% | i | ? | 0.9
CC(/C=C/C1[C@H](C)C[C@H](O[C@@H]2O[C@H](CO)[C@@H](O)[C@H](O)[C@H]2O)CC1(C)C)O[C@H]1O[C@H](CO)[C@@H](O)[C@H](O)[C@H]1O (stereo partly specified) | 0% | 7% | -13% | 1% | -3% | 0.0% | i | -11% | 2.2
O=C1Cc2cc(S(=O)(=O)Nc3ccc(F)cc3Cl)ccc2N1 | 0% | 3% | -2% | 4% | -7% | 0.0% | i | -19% | 0.0
OC(c1cccc(Cl)c1)c1ncc(-c2ccc3ccccc3c2)[nH]1 (stereo unspecified) | · | 2% | · | -49% | ? | -0.8%[9.22 µM] | i | · | 0.3
Cc1nn(-c2ccccc2)c(N2CCCC2)c1/C=N/NC(=O)C1CC1 | -1% | -13% | -5% | -20% | 1% | -0.6% | i | -16% | -2.0
O=C(Nc1ccccc1N1CCCCC1)C1CCN(S(=O)(=O)c2ccccc2C(F)(F)F)CC1 | 4% | 13% | -18% | 1% | 2% | -1.6% | i | -19% | -0.3
Cc1cccc(NC(=O)C2CCCN(C(=O)NC3CCCCC3)C2)c1C (stereo unspecified) | 3% | -5% | -4% | -4% | -2% | -0.2% | · | 5% | -2.1
CCOC(=O)N1CCN(CC(O)c2c[nH]c3ccc(OC)cc23)CC1 (stereo unspecified) | -4% | 0% | 0% | -4% | 0% | 0.4% | i | -26% | 2.3
CCOc1ccc(C(=O)Nc2ccc(NC(=O)c3ccco3)c(Cl)c2)cc1Cl | 1% | -9% | ? | -9% | -9% | 0.1% | i | 21µM* | -0.5
COc1ccccc1C(=O)NCCC(=O)N1CCN(c2ccccc2Cl)CC1 | 0% | 12% | -2% | -52% | 4% | 0.3% | i | -8% | 0.1
CN(Cc1ccccc1)S(=O)(=O)c1ccc2c(c1)CCC(=O)N2 | 3% | -6% | 0% | -2% | 6% | 0.1% | i | -29% | 1.0
Cc1cccc(-c2cc(NC(=O)c3ccccc3C)n(-c3ccccc3)n2)c1 | · | -15% | 5% | -26% | -9% | 5.5% | · | · | ·
CC(=O)Nc1ccc(S(=O)(=O)NC2(C(F)(F)F)NC(=O)N(CC(C)C)C2=O)cc1 (stereo unspecified) | 0% | -9% | 0% | -42% | -8% | -0.6% | i | -5% | 1.1
CSc1ccccc1C(=O)Nc1ccc2c(c1)CCC2 | 1% | 8% | 6% | -18% | -5% | 4.0% | i | ? | 1.1
(further entries)
SMILES | Mm-Cpn inhibitor | Abeta rescue | A549 viability | HepG2 tox | TGFb SMAD3 inh | Nrf2 activator | pAkt inh | Nrf2 inh | CCT modulator
NC(=O)CC(NC(=O)Cc1ccc(Br)cc1)c1ccc(NCc2ccc(F)c(F)c2)c([N+](=O)[O-])c1 (stereo unspecified) | -1% | -5% | ? | -52% | ? | 6.8% | i | ? | -2.3
Cc1cccc(N2CCN(S(=O)(=O)c3cc(-c4cc(C)no4)ccc3C)CC2C)c1 (stereo unspecified) | -4% | 5% | -12% | -35% | -3% | -0.1% | i | 7.3µM* | 0.6
COc1ccccc1C(=O)Nc1ccc(NC(=O)c2ccco2)cn1 | -2% | -13% | 1% | 13% | -23% | 0.7% | i | -5% | 0.3
COc1ccccc1NC(=S)N1CC(C)(C)C1=O | 0% | -6% | -8% | 5µM* | 2% | -0.2% | i | 9% | -0.9
CN(C)CCOc1ccc(/C(=C(/CCCl)c2ccccc2)c2ccccc2)cc1 | · | -33%[inhibitor] | -11% | 9% | 0% | -0.2% | i | 4% | 0.0
CC(C)(C)OC(=O)NCCCCCO | 1% | -13% | 6% | -5% | -13% | -0.3% | i | -3% | -1.6
CCOCc1cn(CC(=O)c2ccc(Cl)cc2)c(C)nc1=N | -10% | 25% | -9% | -12% | -6% | -0.2% | i | ? | 0.0
COc1ccc(S(=O)(=O)Nc2nc3ccccc3s2)cc1OC | 1% | 12% | 5% | 2% | -4% | 0.7% | i | 7% | -0.3
Cc1ccc(OCCNC(=O)CNC(=O)c2ccc(Cl)c([N+](=O)[O-])c2)cc1 | 2% | -14% | -3% | -13% | ? | -0.8% | i | 6% | -0.9
CC12C(=O)N(Cc3ccccc3)C(=O)C1C1C=CC2C1 (stereo unspecified) | -1% | 1% | 1% | -23% | 6% | 0.9% | i | -14% | -2.5
COc1cc(/C=C/C(=O)O)ccc1OS(=O)(=O)c1cc(Br)ccc1C | 3% | -21% | -2% | -9% | 1% | 8.4% | i | 4% | -0.7
CC(C)OCCCNc1ncnc2c1nc1n2CCCC1 | 2% | 6% | -3% | 4% | -2% | 2.8% | i | ? | -1.2
C=CCn1cc(C(=O)NCc2ccc(Cl)cc2)c(=O)c2cc(S(=O)(=O)N(CC)CC)ccc21 | -3% | 7% | 1% | -26% | -6% | 3.3% | i | ? | -3.8
Cc1ccc(CCNC(=O)c2c(C)oc3ncnc(N4CCOCC4)c23)cc1 | · | -12% | 2% | 1% | 1% | -0.2% | · | ? | ·
Cc1ccc(S(=O)(=O)N2CCC(=O)N(CCOC(=O)Nc3cc(C)cc(C)c3)CC2)cc1 | 0% | -17% | -3% | -21% | ? | -0.1% | i | -15% | -0.1
COCCn1c(SCc2ccc(C(=O)OC)o2)nc2cc(Cl)ccc2c1=O | 0% | 14% | -1% | -13% | 2% | -0.1% | i | ? | -0.1
COc1cc(/C=C(\C#N)c2nc3ccccc3o2)ccc1O | ? | -45%[inhibitor] | 0% | -9% | 161%[activator] | ? | i | -11% | -1.2
Cc1ccc(/C=C/S(=O)(=O)NCC(=O)O)cc1 | 0% | -10% | 1% | 3% | ? | 0.0% | i | 12% | 0.9
CC(C)(C)Cc1c(-c2ccc(Cl)cc2)nc2c(Cl)cc(C(F)(F)F)cn12 | · | -9% | · | -19% | -13% | -0.3% | i | · | 1.1
Cc1ccc(N2C(=O)C3C4C=CC(CNC(=S)Nc5ccc(Cl)cc5)(O4)C3C2=O)cc1 (stereo unspecified) | -4% | -81%[inhibitor] | ? | -3% | -28% | 9.1% | i | ? | -2.0
COc1cccc(C2/C(=C(\O)c3ccc4c(c3)OCCO4)C(=O)C(=O)N2CC2CCCO2)c1 (stereo unspecified) | -8% | -10% | -9% | -3% | -11% | -0.7% | i | -2% | 0.5
COc1cc2c(cc1OC)CN(S(=O)(=O)c1cccc(F)c1)CC2 | 3% | -16% | 2% | -6% | 0% | 0.1% | i | -12% | -0.7
Cc1ccc(-c2nn3c(C)nnc3c3ccccc23)cc1S(=O)(=O)N(C)CCO | 1% | 20% | -5% | -21% | -25% | ? | i | -15% | 1.5
CN(Cc1ccccc1)S(=O)(=O)c1ccc(F)c(C(=O)Nc2cccc(Cl)c2Cl)c1 | · | -7% | 8% | -50% | 0% | 0.1% | · | · | ·

Gathered by group: the compounds so far containing two or more sulfur atoms.
SMILES | Mm-Cpn inhibitor | Abeta rescue | A549 viability | HepG2 tox | TGFb SMAD3 inh | Nrf2 activator | pAkt inh | Nrf2 inh | CCT modulator
O=C(CSc1ccc2c(c1)OCCO2)NCCN1C(=O)CSC1=O | 3% | 15% | -8% | -44% | 15% | 2.8% | -109%* | · | 0.8
Cc1csc(NC(=O)CSc2ccccc2F)n1 | 1% | 4% | 3% | 0% | 0% | 4.5% | i | 20% | 0.2
COc1ccc(S(=O)(=O)Nc2nc3ccccc3s2)cc1OC | 1% | 12% | 5% | 2% | -4% | 0.7% | i | 7% | -0.3
